PKA-R2B act = activators of human PKA-R2B complex; actives 0.079% (n = 340,000); activation, % at 11.4 µM; PKA-R2B holoenzyme dissociation, Cy5-IP20 fluorescence polarization; R2B truncated from residue 108, S112A mutant; 0% DMSO only, 100% 113 µM cGMP;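 active means activation above a cutoff set at the mean over all compounds plus 3 SD, cut at about 18% in these data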;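 further: higher means more holoenzyme dissociation and a rise in polarization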
Target sequence (P31323 whole entry, looked up, other chains not shown, the tested form may be a part): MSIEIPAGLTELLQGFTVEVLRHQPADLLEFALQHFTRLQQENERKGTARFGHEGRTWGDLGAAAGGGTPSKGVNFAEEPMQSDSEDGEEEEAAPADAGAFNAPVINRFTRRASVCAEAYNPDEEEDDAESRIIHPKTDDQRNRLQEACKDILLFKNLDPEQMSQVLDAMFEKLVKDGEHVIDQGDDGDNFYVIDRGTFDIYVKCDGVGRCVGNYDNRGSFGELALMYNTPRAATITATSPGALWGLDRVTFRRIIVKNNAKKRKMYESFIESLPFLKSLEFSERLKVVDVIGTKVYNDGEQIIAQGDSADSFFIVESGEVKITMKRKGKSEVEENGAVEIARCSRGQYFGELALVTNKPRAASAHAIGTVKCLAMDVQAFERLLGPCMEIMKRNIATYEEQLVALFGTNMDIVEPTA
Keap1-Nrf2 PPI = Keap1-Nrf2 (human) interaction inhibition. actives 0.15% (n = 340,000). inhibition, % at 9.4 µM. Q14145. Keap1 Kelch-Nrf2 peptide fluorescence polarization, 1536-well; in the data active means inhibition above about 12%; inconclusive means no clear call, values can overlap the other calls; inactive means below about 7.3%;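 further: human Keap1 Kelch domain with fluorescein labeled Nrf2 9mer peptide probe; 0% = neutral control wells and 100% = peptide positive control; higher means more block of Keap1 binding to Nrf2 peptide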
SR-BI DiI inh = inhibitors of mouse SR-BI mediated HDL lipid uptake; ldlA[mSR-BI] CHO cells, DiI-HDL uptake fluorescence, 3 h; inhibition, % at 12.5 µM; AID 488896; actives 0.96% (n = 320,000); Q61009;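 active means mean replicate inhibition of at least 70% and a set share of replicates each scoring 70 or more; inconclusive means meets just one of the two criteria; inactive means fails both criteria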;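 further: 0% = median of neutral control wells and 100% = median of positive control wells; values of inactives mirror those of a sister screen read the other way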
DAGLB inhibitor = blocks human DAGLB lipase activity; HEK293T DAGLB membrane lysate, EnzChek fluorogenic substrate; inhibition, % at 5.17 µM; actives 0.059% (n = 340,000); in the data active means inhibition above about 34%;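 further: 0% = enzyme with vehicle and 100% = wells lacking enzyme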
Target sequence (Q8NCG7 whole entry, looked up): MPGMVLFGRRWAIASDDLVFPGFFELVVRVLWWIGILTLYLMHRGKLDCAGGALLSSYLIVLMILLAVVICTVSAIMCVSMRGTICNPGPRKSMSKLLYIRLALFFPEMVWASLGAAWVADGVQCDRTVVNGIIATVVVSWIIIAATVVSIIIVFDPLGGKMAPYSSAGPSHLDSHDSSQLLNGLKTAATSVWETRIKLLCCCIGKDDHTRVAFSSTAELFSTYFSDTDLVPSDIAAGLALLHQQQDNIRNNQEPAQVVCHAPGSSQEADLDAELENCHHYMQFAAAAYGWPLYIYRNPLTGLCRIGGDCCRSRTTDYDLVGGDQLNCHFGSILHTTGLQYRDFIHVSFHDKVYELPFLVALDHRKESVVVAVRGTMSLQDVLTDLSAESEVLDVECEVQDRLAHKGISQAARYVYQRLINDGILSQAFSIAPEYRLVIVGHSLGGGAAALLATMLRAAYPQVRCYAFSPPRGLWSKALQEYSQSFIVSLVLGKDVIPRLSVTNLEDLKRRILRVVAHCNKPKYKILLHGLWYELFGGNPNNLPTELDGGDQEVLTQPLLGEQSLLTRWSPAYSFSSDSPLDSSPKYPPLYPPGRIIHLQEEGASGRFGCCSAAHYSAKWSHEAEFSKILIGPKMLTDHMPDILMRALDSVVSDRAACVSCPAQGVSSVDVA
SR-BI DiI-HDL act = SR-BI HDL lipid transfer activation | CHO ldlA[mSR-BI] cells, DiI-HDL uptake fluorescence, 3 h; 100 = double the neutral-control signal | activation, % at 12.5 µM | actives 0.096% (n = 320,000);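 active means mean replicate activation of at least 60% and every replicate at or above 60%; inconclusive means mean or all-replicate condition met, but not both; inactive means mean below 60% and not all replicates reaching 60%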;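 further: 0% = median plate neutral-control signal and 100% = twice that signal; values of inactives mirror those of a sister screen read the other way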
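System: LDL receptor-deficient CHO ldlA cells overexpressing murine SR-BI | Timing: 3 h uptake period with compound, 37 °C | Medium: HEPES-buffered (25 mM, pH 7.4) F12 plus 0.5% BSA | Dosing: Single-point compound dose | Signal: Bottom-read fluorescence, 550/595 nm | Read-out: Retained DiI signal reflecting DiI-HDL uptake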
Arrestin-AP2 inh = human beta-arrestin and AP2 interaction inhibition. FITC-arrestin peptide / GST-AP2 beads, flow cytometry; AP2 beta2 appendage carries R879A mutation. actives 0.31% (n = 340,000). inhibition, % at 10 µM. AID 504490;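 active means inhibition above a set limit, near 3 SD of compounds lacking own fluorescence, cut at about 54% in these data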;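 further: plate controls were DMSO wells for no effect and 5 µM unlabelled arrestin peptide for full effect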
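Measured by: flow cytometry, FL1 (488/535 nm); Material: AP2 appendage R879A on GSH beads; Evaluation: percent response; Timing: pre-incubation 12 min, peptide binding 1 h, room temperature; Also added: 50 nM FITC-arrestin peptide; Medium: PBS with 0.05% Tween 20 and 0.1% BSA.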
RTF Ca sens inh = cardiac RTF calcium desensitization; P19429+P45379; IANBD-labeled cardiac RTF, Ca2+ fluorescence; inhibition, % at 7.15 µM; actives 0.12% (n = 340,000); AID 493244;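 active means inhibition above the mean inhibition of all tested compounds plus 3 SD, cut at about 17% in these data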;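 further: assay run at fixed EC70 calcium of 1.6 mM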
PvdQ inh = blocks Pseudomonas aeruginosa PvdQ acylase activity; purified PvdQ acylase, fluorescence plate reader; inhibition, % at 10 µM; actives 0.063% (n = 340,000); in the data active means inhibition above about 30%, passing the limit was not always enough; inconclusive means no clear call, values can overlap the other calls;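 further: 0% = vehicle neutral wells and 100% = reference inhibitor wells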
NSD2 inh = NSD2 (human) methyltransferase inhibition; O96028; NSD2 peptide methylation, AlphaScreen, 120 min; inhibition, % at 12.5 µM; actives 0.54% (n = 310,000); AID 743445; in the data active means inhibition above about 50%
C-LANA FP = KSHV C-LANA DNA binding inhibition | MBP-C-LANA/FAM-LBS DNA binding, fluorescence polarization | inhibition, % at 9 µM | actives 0.078% (n = 340,000) | AID 504423;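 active means highest replicate inhibition at or above 60% at 9 µM, even if other replicates fall short; inactive means all replicates below 60% inhibition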;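 further: 0% = neutral control wells and 100% = 4 µM acridine orange control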
Active calls of the source: *; ? = inconclusive; . = not tested or not shown.

SMILES	PKA-R2B act	Keap1-Nrf2 PPI	SR-BI DiI inh	DAGLB inhibitor	SR-BI DiI-HDL act	Arrestin-AP2 inh	RTF Ca sens inh	PvdQ inh	NSD2 inh	C-LANA FP
Cc1ccc(S(=O)(=O)Oc2ccc(/C=C(/NC(=O)c3ccccc3)C(=O)NCCCC(=O)O)cc2)cc1	-3	-1	-20	1	20	31	-5	5	0	0.6
O=C(N1CCCCC1)N1CCN(C(c2ccccc2)c2ccccc2)CC1	0	5	-10	-4	10	27	-3	-2	3	-0.2
Cc1cnc(NC(=O)Cc2ccccc2Cl)s1	9	-2	.	-2	.	-4	-10	-14	-4	0.2
COc1ccc(Cn2c(C)nnc2-c2cnn(C)c2N)cc1	10	-3	-31	2	31	1	10	-3	-2	-0.3
O=C1CC(SC(=Nc2ccccc2)Nc2ccccc2)C(=O)N1c1ccc(Cl)cc1 (centres undefined)	4	-1	71*	-6	-71	-5	-3	-13	10	0.4
O=C(NNC(=S)NC(=O)c1cccc([N+](=O)[O-])c1)c1ccc(Br)cc1	1	0	-16	-1	16	-6	2	-1	0	-2.2
COc1cc(Nc2nc3c(N)cc(C(F)(F)F)cc3nc2-c2ccccc2)cc(OC)c1OC	-3	3	57	-3	-57	10	2	-13	-1	0.7
O=C(COC(=O)c1ccc(Br)o1)Nc1cccc(S(=O)(=O)N2CCOCC2)c1	-1	-1	7	-3	-7	-12	-12	-18	2	0.7
COC(=O)CCC(=O)OC1(C)C(=O)C=C2C=C(C3CC3)N(c3cccc(C#N)c3)C=C2C1=O (centres undefined)	5	0	-6	2	6	13	-5	-10	.	8.7
Cc1cc(=O)[nH]c(N2CCN(Cc3ccccc3)CC2)n1	7	-2	-18	-2	18	21	-4	-10	-2	0.2
COc1ccc(/C=N/N=C/c2c[nH]c(=O)c(C#N)c2Nc2ccccc2)cc1	-10	-5	-4	0	4	0	4	-9	4	0.7
CCOc1ccccc1C(=O)NCC(=O)NCC(c1ccco1)N1CCCCC1 (centres undefined)	-12	-3	5	0	-5	3	-9	24	0	0.5
CCOc1ccc(C2=CSC3=NCCN23)cc1Cl	3	-7	40	0	-40	14	-8	-40	4	-0.1
COc1ccc2c(c1)C1OCCC1C(c1ccco1)N2 (centres undefined)	-13	-16	6	1	-6	-6	-11	-18	5	-5.9
COc1ccccc1N1CCN(C(=O)c2cc(=O)c3ccc(C)cc3o2)CC1	-5	3	-8	-4	8	4	1	-13	2	-0.6

Already shown: entries from further up.
SMILES	PKA-R2B act	Keap1-Nrf2 PPI	SR-BI DiI inh	DAGLB inhibitor	SR-BI DiI-HDL act	Arrestin-AP2 inh	RTF Ca sens inh	PvdQ inh	NSD2 inh	C-LANA FP
CCOc1ccccc1C(=O)NCC(=O)NCC(c1ccco1)N1CCCCC1 (centres undefined)	-12	-3	5	0	-5	3	-9	24	0	0.5
CCOc1ccc(C2=CSC3=NCCN23)cc1Cl	3	-7	40	0	-40	14	-8	-40	4	-0.1
COc1ccc2c(c1)C1OCCC1C(c1ccco1)N2 (centres undefined)	-13	-16	6	1	-6	-6	-11	-18	5	-5.9
COc1ccccc1N1CCN(C(=O)c2cc(=O)c3ccc(C)cc3o2)CC1	-5	3	-8	-4	8	4	1	-13	2	-0.6

(further entries)
SMILES	PKA-R2B act	Keap1-Nrf2 PPI	SR-BI DiI inh	DAGLB inhibitor	SR-BI DiI-HDL act	Arrestin-AP2 inh	RTF Ca sens inh	PvdQ inh	NSD2 inh	C-LANA FP
Cc1ccc(NC(=O)COC(=O)C2=COCCO2)c([N+](=O)[O-])c1	-8	-1	-21	-1	21	25	-1	4	-6	0.9
CC(=O)c1c(C)[nH]c(C(=O)Nc2ccc(C)c(S(=O)(=O)Nc3ccc(C)cc3C)c2)c1C	-5	0	83*	0	-83	-1	-1	-10	.	3.6
CC(NC(=O)c1cc(-c2ccncc2)nc2ccc(Cl)cc12)C1CCCO1 (centres undefined)	-4	2	22	-1	-22	22	-5	-7	-3	0.3
Cc1cccc(CN2C(=O)/C(=C\c3ccc(C(=O)NCCCN4CCN(C)CC4)cc3)Oc3ccccc32)c1	-1	-3	29	2	-29	18	-10	-19	-16	-0.8
CN(C)/C=C/C(=O)c1ccc([N+](=O)[O-])c(CS(=O)(=O)c2ccc(Cl)cc2)c1	0	-1	-6	6	6	13	1	-14	3	0.8
Cc1ccccc1N1CC(=O)Nc2c(oc3nc(-c4ccccc4)cc(C)c23)C1=O	4	3	-8	0	8	-15	-9	-11	-5	1.9
O=C(CCCSc1nc2ccccc2[nH]1)NCc1ccccc1	1	-2	-18	-2	18	-4	-22	-14	0	0.1
CC(C)N1CCN(c2ccc(S(=O)(=O)N3CCOCC3)cn2)CC1	2	-3	-12	5	12	-19	-7	-3	4	-1.0
Cc1cccc(Oc2ncnc3oc(-c4ccccc4)cc23)c1C	-11	5	-29	-3	29	-1	-3	3	-2	1.5
O=C(CC1SC(=O)N(Cc2ccc(Cl)cc2)C1=O)Nc1nccs1 (centres undefined)	3	3	-13	0	13	26	-4	-2	-5	0.7
COc1ccc(Br)cc1/C=N/N1C(=O)CSC1=S	0	-4	-19	-3	19	16	12	-1	6	-1.6
CC(=O)Nc1cccc(CP(=O)(c2ccccc2)c2ccccc2)c1	-13	0	-8	-1	8	29	-5	1	2	-0.7
NC(=O)COC(=O)c1ccc(-c2ccccc2)cc1	6	0	-9	-1	9	-5	-4	?	1	-0.5
COC(=O)c1c(N)nc(C)n1-c1ccc(OC)cc1	-6	2	-6	-1	6	3	-1	-3	0	1.6
Cc1ccc2nc(-c3cccc(Br)c3)cc(C(=O)NC3=NCCS3)c2c1	6	-4	43	-5	-43	0	-5	-5	2	3.2
CC(OC(=O)c1ccco1)C(=O)Nc1ccc(C(F)(F)F)cc1 (centres undefined)	7	0	-16	-5	16	13	0	10	0	-0.9
CCOc1ccc2ccccc2c1/C=N/NC(=O)CNC(=O)C(c1ccccc1)c1ccccc1	-13	-1	49	-1	-49	2	5	-7	0	-1.0
Fc1cccc(NC(=S)N2CCc3ccccc32)c1	7	-3	-1	-2	1	4	-4	0	-1	0.1
CCCOc1ccc(C(=O)CCCC(=O)c2ccc(OCCC)cc2)cc1	7	-2	-13	-2	13	-10	-6	-20	-2	0.7
COc1ccc(C)cc1NC(=O)NNC(=O)C(C)Oc1ccc([N+](=O)[O-])cc1 (centres undefined)	5	-3	39	1	-39	-2	-5	-7	3	-0.5
CCN(CC)c1ccc([N+](=O)[O-])cc1C(=O)N1CCOCC1	-9	-1	-6	-2	6	31	6	2	-2	0.8
Cc1ccc2c(c1)N(CC(=O)N1CCN(c3ccccc3)CC1)C(=O)C(C)O2 (centres undefined)	2	-4	-8	0	8	-1	-26	-18	-2	2.7
NC(=O)CC(NC(=O)c1cccc(Br)c1)c1ccc(NC2CCCCCCC2)c([N+](=O)[O-])c1 (centres undefined)	2	-5	20	8	-20	-5	-11	-16	.	0.2
O=C(COC(=O)CCC(=O)c1ccc(Cl)cc1)NCc1ccc(F)cc1	-5	-3	-1	-4	1	-11	-7	-17	-2	1.6
CCCCN(CC)C(=O)C1CCC(=O)N(c2ccc(OC)cc2)C1c1ccc(OC)c(OC)c1 (centres undefined)	12	1	-5	2	5	-11	-12	-18	.	0.1
O=c1c2ccccc2cnn1Cc1ccc(Cl)c(Cl)c1	-8	-1	.	2	.	24	-9	-8	2	0.8
Nc1c(C(=O)OCC(=O)Nc2ccc(OC(F)F)cc2)[nH]c(=O)[nH]c1=O	2	1	-4	2	4	13	-1	-12	-2	-0.9
CN(c1ccc(C(=O)N2CCCCC2)cc1)S(=O)(=O)c1ccccc1	-22	1	5	1	-5	5	-13	-8	0	2.2
COc1cccc(C(c2ccccc2)N2C3CCC2CN(S(=O)(=O)c2ccc(F)cc2)CC3)c1 (centres undefined)	-18	-2	-14	-17	14	-13	-16	-10	-1	0.9
COc1ccccc1C(=O)N/C(=C\c1cn(S(=O)(=O)N(C)C)c2ccccc12)C(=O)N1CCCC1	1	1	6	-2	-6	9	-7	-8	11	-1.1
O=C(N/N=C\c1cccnc1)c1ccccc1O	-4	-2	-10	-1	10	6	-10	-14	-1	1.7
S=C1N(c2ccccc2)C(c2cccc3ccccc23)N2CCCN12 (centres undefined)	1	-1	-3	-2	3	-8	-16	-6	0	-0.2
CSc1nc(=O)n2cc(C)ccc2n1	-1	-2	-16	0	16	4	-7	-4	1	0.8
CC1CCCC(NC(=O)CSc2nccn2C)C1C (centres undefined)	11	-2	-10	-1	10	4	-2	-11	-4	-1.6
O=c1c(Br)c(N2CCCC2)cnn1-c1ccccc1	0	-2	4	-1	-4	-4	2	-10	-1	0.8
Cc1ccccc1OCC(O)CN(Cc1ccccc1O)C1CCCCC1 (centres undefined)	-6	-3	26	-7	-26	6	-13	-6	0	0.4
O=C(COc1ccc(Br)cc1CNC1CCCCC1)NCCc1ccccc1	-3	-3	-10	2	10	-4	-3	-28	0	-1.3
CC(C)N(C(=O)COC(=O)[C@H](C)NC(N)=O)c1ccccc1	-3	-5	-10	0	10	11	-5	10	5	0.8
Cc1nn(CC(=O)Nc2ccccn2)c(=O)c2ccccc12	-18	1	22	2	-22	19	0	16	-5	-0.7
COc1ccc(S(=O)(=O)N2CCOCC2)cc1NC(=O)COc1ccccc1OC	0	-4	.	2	.	5	8	-10	-1	0.8

Random excerpt: 5 entries already listed.
SMILES	PKA-R2B act	Keap1-Nrf2 PPI	SR-BI DiI inh	DAGLB inhibitor	SR-BI DiI-HDL act	Arrestin-AP2 inh	RTF Ca sens inh	PvdQ inh	NSD2 inh	C-LANA FP
COc1cccc(C(c2ccccc2)N2C3CCC2CN(S(=O)(=O)c2ccc(F)cc2)CC3)c1 (centres undefined)	-18	-2	-14	-17	14	-13	-16	-10	-1	0.9
O=c1c(Br)c(N2CCCC2)cnn1-c1ccccc1	0	-2	4	-1	-4	-4	2	-10	-1	0.8
CCCOc1ccc(C(=O)CCCC(=O)c2ccc(OCCC)cc2)cc1	7	-2	-13	-2	13	-10	-6	-20	-2	0.7
Cc1ccc2c(c1)N(CC(=O)N1CCN(c3ccccc3)CC1)C(=O)C(C)O2 (centres undefined)	2	-4	-8	0	8	-1	-26	-18	-2	2.7
O=C(COc1ccc(Br)cc1CNC1CCCCC1)NCCc1ccccc1	-3	-3	-10	2	10	-4	-3	-28	0	-1.3

From PubChem BioAssay
